Assay outcomes deposited in PubChem BioAssay by Sanford-Burnham Center for Chemical Genomics.
SENP8 block = SENP8 protease inhibition; Q96LD8; purified SENP8, Z-RLRGG-aminoluciferin cleavage, luminescence; inhibition, % at 10 µM; hit rate 1.2% among 330,000; AID 2540
Target sequence (Q96LD8 whole entry, looked up): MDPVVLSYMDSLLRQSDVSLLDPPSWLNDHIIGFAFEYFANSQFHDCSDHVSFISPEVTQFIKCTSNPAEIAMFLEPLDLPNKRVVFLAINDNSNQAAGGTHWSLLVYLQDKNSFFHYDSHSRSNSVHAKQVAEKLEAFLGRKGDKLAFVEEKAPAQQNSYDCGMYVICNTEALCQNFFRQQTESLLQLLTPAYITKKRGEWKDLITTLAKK
Jurkat NFkB inh = inhibitors of the PMA/ionomycin-induced NF-kB reporter in Jurkat cells; PMA/ionomycin-induced NF-kB luciferase reporter, luminescence; inhibition, % at 4 µM; hit rate 0.53% among 330,000; AID 435003
CCR6 antag = CCR6 (human) receptor antagonism; P51684; CHO-K1 CCR6 PathHunter beta-arrestin, luminescence, CCL20-stimulated; inhibition, % at 20 µM; hit rate 0.49% among 340,000; AID 493098;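 active = compounds whose inhibition of the agonist-driven luminescence signal at 20 µM reaches about 50%, limit read from the data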;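 note: cells stimulated with CCL20 at 14 nM final; plate controls were DMSO with CCL20 for no effect and DMSO without agonist for full effect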
Target sequence (P51684 whole entry, looked up): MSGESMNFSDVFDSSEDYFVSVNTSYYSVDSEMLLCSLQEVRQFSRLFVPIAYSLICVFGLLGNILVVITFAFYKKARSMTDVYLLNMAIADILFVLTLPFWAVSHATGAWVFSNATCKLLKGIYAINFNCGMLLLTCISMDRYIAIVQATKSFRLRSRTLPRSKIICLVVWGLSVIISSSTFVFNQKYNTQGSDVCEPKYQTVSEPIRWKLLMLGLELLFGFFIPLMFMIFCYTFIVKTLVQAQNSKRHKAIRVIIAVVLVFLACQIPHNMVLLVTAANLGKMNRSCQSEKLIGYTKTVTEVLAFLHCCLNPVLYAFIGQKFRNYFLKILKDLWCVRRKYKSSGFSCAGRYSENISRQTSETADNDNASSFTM
UBC13 inh = inhibitors of human UBC13 polyubiquitin chain formation | hit rate 0.47% among 330,000 | P61088 | AID 485273 | inhibition, % at 20 µM | TR-FRET; in the data active = inhibition above about 45%, passing the limit was not always enough
697 NFkB inh = inhibitors of the PMA/ionomycin-induced NF-kB reporter in 697 B cells; 697 B-cell NF-kB luciferase reporter, 16 h; hit rate 0.33% among 330,000; inhibition, % at 4 µM; AID 435022; in the data active = inhibition above about 35%
Gli-Sufu antag = antagonists of Gli-Sufu signaling; Sufu-KO-LIGHT fibroblasts, Gli luciferase reporter luminescence; inhibition, % at 5 µM; hit rate 0.74% among 340,000;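 active = inhibition above about 55%, limit read from the data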;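 note: 0% = DMSO-treated cells and 100% = wells with medium but no cells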
Apaf-1 inh = human Apaf-1 inhibition | reconstituted apoptosome caspase-3 activity, DEVD-Rh110 fluorescence | inhibition, % at 20 µM | hit rate 0.71% among 330,000; active = inhibition of at least 40% at 20 µM;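 note: plate controls were DMSO wells for no effect and DEVD-CHO caspase inhibitor wells for full effect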
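Material: biochemical Apaf-1 apoptosome reconstitution. Medium: Hepes buffer, pH 7.5. Also added: cytochrome c activation, bis-DEVD rhodamine 110 substrate. Timing: 30 min compound preincubation, 50 min activation, room temperature. Measured by: rhodamine 110 fluorescence at Ex 480/Em 540 nm.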
EBI2 block = EBI2 (human) antagonism; hit rate 0.81% among 360,000; inhibition, % at 5 µM; EBI2 beta-arrestin recruitment, luminescence, 7a,25-OHC stimulated; P32249; in the data active = inhibition above about 38%;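 note: enzyme fragment complementation signal reports receptor beta-arrestin coupling in cells; 0% = agonist plus DMSO wells and 100% = wells without agonist; some results beyond the cut were filed as inactive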
Target sequence (P32249 whole entry, looked up, the tested form may be a part): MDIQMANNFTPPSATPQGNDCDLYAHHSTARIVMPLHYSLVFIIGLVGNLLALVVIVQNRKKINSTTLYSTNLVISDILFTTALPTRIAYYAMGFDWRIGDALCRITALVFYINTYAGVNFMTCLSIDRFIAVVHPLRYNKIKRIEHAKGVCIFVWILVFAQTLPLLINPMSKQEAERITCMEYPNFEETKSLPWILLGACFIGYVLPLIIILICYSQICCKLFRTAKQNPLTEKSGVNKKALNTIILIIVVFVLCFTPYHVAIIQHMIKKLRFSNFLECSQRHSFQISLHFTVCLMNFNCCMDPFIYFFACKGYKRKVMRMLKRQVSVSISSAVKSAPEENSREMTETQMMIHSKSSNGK
An asterisk follows results filed as active; . = not tested or not shown. Cut-off read from the data, not from the text of the source, unless noted: active = inhibition above about 50%; inactive = the rest. The list is partial; the hit share may differ from the screen's.

Short forms: A = SENP8 block; B = Jurkat NFkB inh; C = CCR6 antag; D = UBC13 inh; E = 697 NFkB inh; F = Gli-Sufu antag; G = Apaf-1 inh; H = EBI2 block
(1) O=C(c1cccc(-n2cnnn2)c1)N1CC=C(c2ccccc2)CC1
  A = -1	B = 4	C = 5	D = 5	E = -9	F = 8	G = 11	H = 3

(2) COc1cc(S(=O)(=O)N2CCN(Cc3ccccc3)CC2)ccc1Br
  A = 5	B = -16	C = -2	D = -1	E = 3	F = 4	G = 21	H = -8

(3) O=C(COC(=O)c1nc(Cl)ccc1Cl)c1ccc[nH]1
  A = -8	B = 9	C = 5	D = -3	E = 5	F = 6	G = 0	H = -7

(4) CCCCN(C)CCNC(=O)CSCc1ccc(C)cc1
  A = -1	B = 11	C = 9	D = 2	E = 30	F = 3	G = -15	H = -6

(5) COc1cc(S(=O)(=O)N2CCC(c3nc4ccccc4s3)CC2)ccc1S(=O)(=O)N1CC(C)CC(C)C1 (centres undefined)
  A = -7	B = -6	C = -12	D = -3	E = -17	F = 0	G = -6	H = -7

(6) Cc1ccc2cc(CN(Cc3ccc4c(c3)OCO4)Cc3nnnn3Cc3ccco3)c(=O)[nH]c2c1C
  A = -16	B = -4	C = 3	D = 6	E = 2	F = 3	G = 23	H = 14

(7) CSc1nsc(SC)c1C(=O)NC(=O)Nc1cccnc1
  A = -6	B = -13	C = 3	D = 2	E = 7	F = 0	G = 14	H = 1

(8) COc1ccc(S(=O)(=O)N2CCC(C(=O)Nc3cccc(C(C)=O)c3)CC2)cc1
  A = 3	B = 3	C = 19	D = 4	E = 9	F = -7	G = -4	H = 9

(9) O=C(Nc1nc2nc(-c3ccccc3)cc(=O)n2[nH]1)c1ccccc1
  A = 4	B = -3	C = -3	D = -1	E = 10	F = 14	G = 8	H = 4

(10) O=C(NC(=S)N1CCN(C/C=C/c2ccccc2)CC1)c1ccco1
  A = -4	B = 3	C = -4	D = 3	E = 7	F = 4	G = -11	H = 20

(11) CC1CN(CC(O)COCc2ccc3c(c2)OCO3)CC(C)O1 (centres undefined)
  A = -11	B = 1	C = 16	D = -8	E = -7	F = 8	G = -5	H = 1

(12) O=C(Nc1cc(S(=O)(=O)N2CCOCC2)ccc1N1CCOCC1)c1c(F)cccc1Cl
  A = 1	B = -4	C = 4	D = 14	E = 5	F = 6	G = -6	H = 4

(13) CS(=O)(=O)N1CCN(C2CCN(Cc3ccccc3)CC2)CC1
  A = -2	B = -6	C = 9	D = 6	E = -1	F = 7	G = -3	H = 8

(14) CC(C)c1ccc2c(c1)C(c1cccs1)=NNC(c1ccncc1)=N2
  A = -12	B = 2	C = 3	D = -7	E = -8	F = -2	G = 12	H = 11

(15) CCOc1ccccc1Nc1nc(-c2sc(NC(=O)c3ccccc3)nc2C)cs1
  A = 59*	B = -22	C = .	D = 69*	E = -31	F = .	G = 5	H = .

(16) Cc1ccc(CNC(=O)C2CC(c3ccccc3C(F)(F)F)=NO2)o1 (centres undefined)
  A = 5	B = 19	C = -1	D = 0	E = 20	F = 0	G = 6	H = -15

(17) O=C(Nc1cccc(S(=O)(=O)NCc2ccco2)c1)c1ccc(Cl)cc1
  A = -20	B = 7	C = 10	D = -1	E = 4	F = 0	G = 13	H = 1

(18) C=Cc1ccc(COC(=O)c2cn(CC)c3nc(C)ccc3c2=O)cc1
  A = -13	B = 6	C = 19	D = -1	E = 6	F = 17	G = 12	H = -3

(19) CC(C)NC(=O)Nc1ccc2c(c1)C(=O)N([C@H](C)CO)C[C@H](C)[C@@H](CN(C)S(=O)(=O)c1ccc(F)cc1)O2
  A = -13	B = 7	C = 2	D = -20	E = 29	F = -1	G = 3	H = -12

(20) O=C(Nc1c(-c2ccccc2)nc2sccn12)c1ccccc1
  A = 6	B = -13	C = 0	D = 2	E = -3	F = 4	G = 1	H = -4

(21) CCC(C)c1ccc(OCCCCN2CCOCC2)cc1 (centres undefined)
  A = -7	B = -3	C = 9	D = -1	E = -25	F = -8	G = 6	H = -5

(22) CCC(=O)N(CCc1ccccc1C)Cc1cc2cc3c(cc2[nH]c1=O)OCO3
  A = 5	B = 14	C = -16	D = 4	E = -2	F = 4	G = 41*	H = 1

(23) O=C(O)COc1ccccc1/C=N/NC(=O)Cc1csc(Nc2cccc(C(F)(F)F)c2)n1
  A = 6	B = -22	C = 11	D = -11	E = 16	F = -4	G = 10	H = -11

(24) CC(NS(=O)(=O)c1ccccc1)C(=O)Nc1ccc(S(N)(=O)=O)cc1 (centres undefined)
  A = -8	B = -5	C = 6	D = 0	E = 0	F = -2	G = -2	H = 2

(25) O=C(/C=C/Sc1ncn[nH]1)c1ccc(Cl)cc1
  A = -26	B = 13	C = 32	D = -3	E = -71	F = -14	G = 14	H = 8

Laid out differently: entries from further up.
12. O=C(Nc1cc(S(=O)(=O)N2CCOCC2)ccc1N1CCOCC1)c1c(F)cccc1Cl
13. CS(=O)(=O)N1CCN(C2CCN(Cc3ccccc3)CC2)CC1
14. CC(C)c1ccc2c(c1)C(c1cccs1)=NNC(c1ccncc1)=N2
15. CCOc1ccccc1Nc1nc(-c2sc(NC(=O)c3ccccc3)nc2C)cs1
16. Cc1ccc(CNC(=O)C2CC(c3ccccc3C(F)(F)F)=NO2)o1 (centres undefined)
17. O=C(Nc1cccc(S(=O)(=O)NCc2ccco2)c1)c1ccc(Cl)cc1
18. C=Cc1ccc(COC(=O)c2cn(CC)c3nc(C)ccc3c2=O)cc1
19. CC(C)NC(=O)Nc1ccc2c(c1)C(=O)N([C@H](C)CO)C[C@H](C)[C@@H](CN(C)S(=O)(=O)c1ccc(F)cc1)O2

Screen / compound no.	12	13	14	15	16	17	18	19
SENP8 block	1	-2	-12	59*	5	-20	-13	-13
Jurkat NFkB inh	-4	-6	2	-22	19	7	6	7
CCR6 antag	4	9	3	.	-1	10	19	2
UBC13 inh	14	6	-7	69*	0	-1	-1	-20
697 NFkB inh	5	-1	-8	-31	20	4	6	29
Gli-Sufu antag	6	7	-2	.	0	0	17	-1
Apaf-1 inh	-6	-3	12	5	6	13	12	3
EBI2 block	4	8	11	.	-15	1	-3	-12

20. O=C(Nc1c(-c2ccccc2)nc2sccn12)c1ccccc1
21. CCC(C)c1ccc(OCCCCN2CCOCC2)cc1 (centres undefined)
22. CCC(=O)N(CCc1ccccc1C)Cc1cc2cc3c(cc2[nH]c1=O)OCO3
23. O=C(O)COc1ccccc1/C=N/NC(=O)Cc1csc(Nc2cccc(C(F)(F)F)c2)n1
24. CC(NS(=O)(=O)c1ccccc1)C(=O)Nc1ccc(S(N)(=O)=O)cc1 (centres undefined)

Screen / compound no.	20	21	22	23	24
SENP8 block	6	-7	5	6	-8
Jurkat NFkB inh	-13	-3	14	-22	-5
CCR6 antag	0	9	-16	11	6
UBC13 inh	2	-1	4	-11	0
697 NFkB inh	-3	-25	-2	16	0
Gli-Sufu antag	4	-8	4	-4	-2
Apaf-1 inh	1	6	41*	10	-2
EBI2 block	-4	-5	1	-11	2

Next section.
Short forms: A = SENP8 block; B = Jurkat NFkB inh; C = CCR6 antag; D = UBC13 inh; E = 697 NFkB inh; F = Gli-Sufu antag; G = Apaf-1 inh; H = EBI2 block
(26) CCOc1ccccc1CN1CCNC(=O)C1CC(=O)N(C)CCC1CCOCC1 (centres undefined)
  A = -2	B = -8	C = 11	D = 5	E = 7	F = -6	G = -4	H = -7

(27) COC(=O)c1ccc(=O)n(Cc2ccc3c(c2)OCO3)c1
  A = -3	B = -8	C = -25	D = 2	E = 1	F = -9	G = 9	H = 5

(28) CC(C)n1cc(/C=N/NC(=O)COc2cccc3cccnc23)c2ccccc21
  A = -12	B = 5	C = -10	D = -5	E = -16	F = -7	G = 24	H = 5

(29) CCCN(CCC)CCCNC(=O)CNC(=O)c1nn(-c2ccc(OC)cc2)c(=O)c2ccccc12
  A = -4	B = 3	C = 15	D = -6	E = 1	F = -22	G = -10	H = 0

(30) Cc1cccc(/C=N/NC(=O)Cn2nc(C)cc2C)n1
  A = 2	B = -5	C = 3	D = -2	E = 18	F = 2	G = -9	H = -9

(31) C[C@H](NC(=O)c1ccccc1Cl)C(=O)OCC(=O)N1CC2(C)CC1CC(C)(C)C2 (some centres undefined)
  A = -2	B = 10	C = -9	D = 8	E = 6	F = -1	G = -4	H = -3

(32) O=C(NCCC1CCCCN1S(=O)(=O)c1ccccc1)C(=O)Nc1ccc(F)cc1F (centres undefined)
  A = -10	B = 21	C = 18	D = 6	E = -9	F = -3	G = 22	H = -12

(33) COCCCNC(=S)N1CCN(c2nc3ccccc3s2)CC1
  A = -2	B = -16	C = -5	D = 4	E = -18	F = 2	G = -8	H = 6

(34) O=C(Cc1ccccc1F)NCC(c1ccco1)N1CCCCC1 (centres undefined)
  A = -5	B = -6	C = 10	D = 7	E = 7	F = 13	G = -1	H = -3

(35) Cc1cc(C(=O)Nc2sc(C)c(C)c2C#N)c(C)o1
  A = -7	B = -20	C = -1	D = -6	E = -5	F = -10	G = -1	H = 8

(36) Cc1ccc(CNc2nc(C)c(C(=O)N(C)C)s2)cc1
  A = -4	B = -28	C = 5	D = -5	E = -14	F = -34	G = 7	H = 6

(37) O=C(CN1C(=O)NC2(CCCC2)C1=O)Nc1cc(Cl)ccc1Oc1ccccc1
  A = 6	B = 12	C = 1	D = 9	E = 16	F = 6	G = 13	H = -5

(38) Cc1cccc(C)c1NC(=O)COC(=O)c1cc(=O)c2ccccc2o1
  A = 3	B = -1	C = 9	D = 20	E = 27	F = -2	G = -15	H = -9

(39) CCOc1c2ccc(C(=O)NCc3ccc4c(c3)OCO4)cc2nn1CC
  A = -5	B = 3	C = -6	D = 25	E = 16	F = -5	G = -7	H = 1

(40) CN(C)C(CNC(=S)Nc1ccc(Cl)cc1)c1cccnc1 (centres undefined)
  A = 1	B = 2	C = 4	D = 5	E = 12	F = -15	G = -5	H = 7

(41) O=C(/C(=N\Nc1ccccc1)Sc1nnnn1-c1ccccc1)c1ccccc1
  A = -4	B = 3	C = 16	D = -8	E = -13	F = 3	G = 15	H = -6

(42) O=C(NCc1ccc(S(=O)(=O)Nc2ccccc2Cl)s1)c1ccccc1
  A = 8	B = 7	C = 2	D = 2	E = 9	F = 0	G = 1	H = -7

(43) COc1cc(NC(=S)N2CCN(S(=O)(=O)c3ccc(C)cc3)CC2)cc(OC)c1
  A = 8	B = 5	C = 7	D = 1	E = -11	F = -13	G = 20	H = 14

(44) CCOC(=O)C1CCN(C(=O)C2CCCN(c3ncnc4c3nc3n4CCCCC3)C2)CC1 (centres undefined)
  A = 1	B = 4	C = 17	D = 1	E = -20	F = 6	G = 2	H = 2

(45) C/C(CC(=O)Nc1cc(C)ccn1)=N\NC(=O)C(=O)Nc1cccc(C)c1
  A = 7	B = -11	C = 0	D = -6	E = -43	F = -102	G = 1	H = -4

(46) CCSc1nnc(-c2cc3c(s2)-c2ccccc2CC3)o1
  A = 3	B = -68	C = 2	D = 19	E = -40	F = -26	G = 18	H = -1

(47) Cc1c(NC(=O)c2ccc(N(C)S(C)(=O)=O)cc2)c(=O)n(-c2ccccc2)n1C
  A = 10	B = 3	C = 4	D = -7	E = -18	F = -8	G = -15	H = 1

(48) CC1CCN(CC(=O)Nc2sc3c(c2C#N)CCC3)CC1
  A = -4	B = -14	C = -1	D = 18	E = 13	F = 7	G = 8	H = 7

(49) CN(C)S(=O)(=O)Oc1ccc(Cl)cc1C(=O)Nc1cccc(C(F)(F)F)c1
  A = 2	B = -10	C = 9	D = 10	E = 20	F = 16	G = -1	H = 7

(50) Cc1ccc(NC(=O)CCNS(=O)(=O)c2ccc3[nH]c(=O)oc3c2)cc1C
  A = 1	B = 10	C = 8	D = -7	E = -25	F = -13	G = -1	H = 4

(51) O=C(O)CCCC(=O)N1N=C(c2ccccc2)CC1c1cccs1 (centres undefined)
  A = -10	B = -4	C = 0	D = -4	E = 13	F = -19	G = 5	H = -1

(52) O=C(CSc1ncnc2sccc12)Nc1ccccc1
  A = -5	B = -15	C = -1	D = 12	E = 10	F = 7	G = 4	H = -9

(53) CCc1ccc(CN(C)C(=O)c2cc(COc3ccc(OC)cc3Cl)on2)nc1
  A = 9	B = -46	C = 21	D = 0	E = -67	F = -41	G = 20	H = 11

(54) Cc1ccc(CNC(=O)COC(=O)Cc2ccc(-c3ccccc3)cc2)cc1
  A = -18	B = 1	C = 5	D = -5	E = -12	F = 1	G = 7	H = 5
